NS5 inhibitors: Dengue-2 NS5 methyltransferase inhibitors, primary screen, biochemical, confirmation dose response (AID 588689); Dengue-2 NS5 methyltransferase capping enzyme assay, biochemical; higher % means a stronger effect; inhibition, % at 25 µM; hits with a dose series show IC50 in µM; 0.3% of 340,000 active; in the data active = a potency from the dose series; inconclusive = inhibition above about 29% without an active follow-up result
SV40 large T antigen: SV40 large T antigen inhibitors, biochemical (AID 1903) | SV40 large T antigen ATPase/helicase inhibition assay; higher % means a stronger effect | one-dose inhibition, % at 20 µM; IC50 in µM for titrated hits | 0.39% of 310,000 active; in the data active = a potency from the dose series; inconclusive = inhibition mostly from about 32% at the one dose, without a potency; inactive = the rest, 99 in 100 with inhibition below about 32%; also: strong numbers were not always called active
MgcRacGAP inhibition: MgcRacGAP GTPase-activating activity inhibitors, confirmation, biochemical, ADP Hunter fluorescence; MgcRacGAP-stimulated Rac1 GTP hydrolysis, ADP Hunter fluorescence; higher % means a stronger effect; GST-tagged Rac1 F28L mutant substrate; inhibition, % at 30 µM; hits with a dose series show IC50 in µM; 0.6% of 340,000 active; AID 624330;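 active = first-screen hits whose inhibition reached a set limit at any dose in the follow-up dose series; inconclusive = inhibition above the set first-screen limit but never retested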;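 also: fluorescence reports GDP produced by GAP-driven GTP hydrolysis; strong numbers were not always called active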
T cell modulator: T cell immune modulation candidate; 2C CD8+ T cell-vesicle binding, flow cytometry; hits give low values; calls only at 7 µM; 0.068% of 330,000 active; AID 2052;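 active = response, share of CD8 T cells binding vesicles, and their 90th percentile fluorescence all below set limits, cut at about 80% in these data, passing the limit was not always enough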
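Assay system: 2C TCR transgenic mouse naive CD8+ T cells, MACS-purified | Read-out: CD8+ gate FL2 mean fluorescence as % of same-row positive control | Signal: High-throughput flow cytometry with anti-B7-1 and anti-CD8 staining | Timing: Binding step 1.5 h, 37 °C, antibody labelling 20 min, ice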
K1F lysis inhibition: protection from phage-mediated lysis, alamar blue read-out – E. coli UTI89, K1F phage, bacterial capsule biogenesis inhibitors (AID 488966). E. coli UTI89 K1F phage lysis, alamar blue, 2 h; higher % means a stronger effect. inhibition, % at 100 µM; hits with a dose series show IC50 in µM. 0.02% of 340,000 active;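 active = phage lysis inhibition, versus mean bacterial control, above a set limit; inconclusive = no clear call, values can overlap the other calls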;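 also: capsule biogenesis inhibitors block K1F phage lysis so surviving cells raise fluorescence; higher fluorescence means more inhibition of phage lysis; actives were called in the ten point dose series up to 300 µM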
NTR1 agonist: NTR1-driven beta-arrestin-GFP spot formation – imaging, U2OS cells, high content, primary screen (AID 493036); P30989; agonist mode; activation, % at 20 µM; 0.17% of 330,000 active;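 active = activation at or above 40% of the spot to cytoplasm intensity ratio, with at least 20 cells analyzed; inconclusive = wells under 20 cells, flagged as cytotoxic or low count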;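 also: 0% = DMSO without peptide and 100% = 100 nM NTR1 peptide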
Target sequence (P30989 whole entry, looked up): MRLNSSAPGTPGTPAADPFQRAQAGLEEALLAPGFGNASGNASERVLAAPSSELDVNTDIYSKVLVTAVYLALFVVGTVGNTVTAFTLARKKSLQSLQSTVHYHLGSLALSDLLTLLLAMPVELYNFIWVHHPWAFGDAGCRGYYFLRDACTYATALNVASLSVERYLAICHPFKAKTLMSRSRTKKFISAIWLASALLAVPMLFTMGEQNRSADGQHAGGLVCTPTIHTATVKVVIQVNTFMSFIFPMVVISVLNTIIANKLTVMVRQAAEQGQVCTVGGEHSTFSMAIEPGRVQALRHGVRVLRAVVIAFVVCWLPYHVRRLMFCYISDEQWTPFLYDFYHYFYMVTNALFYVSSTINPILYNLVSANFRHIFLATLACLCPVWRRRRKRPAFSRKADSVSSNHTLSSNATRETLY
Salmonella PhoP GFP: PhoP-dependent GFP reporter repression – Salmonella Typhimurium, primary screen (AID 1863); S. Typhimurium PhoP-regulated promoter GFP reporter, 4 h; higher % means a stronger effect; one-dose inhibition, % at 50 µM; IC50 in µM for titrated hits; 0.16% of 300,000 active;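 active = inhibition over 29.93%, a cutoff 3 SD above the screen mean, later confirmed by dose response; inconclusive = inhibition over 29.93% but no dose response follow-up; inactive = inhibition at most 29.93% or unconfirmed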;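 also: 0% = low Mg2+ inducing control and 100% = high Mg2+ repressing control; strong numbers were not always called active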
RSV antiviral HEp-2: inhibition of RSV-induced cytopathic effect – HEp-2 cells, primary 10 µM value included (AID 2391). HEp-2 cells, RSV-induced CPE inhibition; higher % means a stronger effect. CPE inhibition, % at 10 µM; hits with a dose series show IC50 in µM. 0.13% of 310,000 active; in the data active = a potency from the dose series; inconclusive = CPE inhibition mostly from about 23% at the one dose, without a potency; inactive = the rest, 99 in 100 with CPE inhibition below about 21%; also: strong numbers were not always called active
West Nile antiviral: West Nile virus antiviral activity, cell-based, CPE readout (AID 1621). 0.02% of 290,000 active. West Nile virus-infected cells, CPE inhibition; higher % means a stronger effect. CPE inhibition, % at 10 µM; hits with a dose series show IC50 in µM; in the data active = a potency from the dose series; inconclusive = CPE inhibition mostly from about 3.7% at the one dose, without a potency; inactive = the rest, 99 in 100 with CPE inhibition below about 2.2%; also: strong numbers were not always called active
T cell modulator vesicle-bound %: further read-out of T cell modulator, marked with its call; double positive events, %; measured here: CD8+ vesicle-bound cell fraction;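 binding gate set so that unloaded-vesicle control wells show 10% double positive cells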
NTR1 agonist cell count 20 µM: further read-out of NTR1 agonist, marked with its call; cell count; measured here: cell count, cytotoxicity flag
NS5 inhibitors pilot replicate: further read-out of NS5 inhibitors, marked with its call; inhibition, %; measured here: pilot screen replicate inhibition
* = called active by the depositor; i = inactive; ? = inconclusive; . = not tested or not shown; [ ] = remark or other dose.

SMILES | NS5 inhibitors | SV40 large T antigen | MgcRacGAP inhibition | T cell modulator | T cell modulator vesicle-bound % | K1F lysis inhibition | NTR1 agonist | NTR1 agonist cell count 20 µM | Salmonella PhoP GFP | RSV antiviral HEp-2 | West Nile antiviral | others
O=[N+]([O-])c1ccccc1-c1ccc(CN2CCN(c3ccccc3)CC2)o1 | 3% | 10% | 9% | i | 45 | 0.0% | 1.1 | 54 | 4% | 4.2% | -0.6% | NS5 inhibitors pilot replicate=-2.4
CN(C)c1ccc(C(c2nnnn2C(C)(C)C)N2CCN(C(=O)c3ccco3)CC2)cc1 (centres undefined) | -8% | 1% | 3% | i | 43 | 1.0% | -0.8 | 37 | -4% | 1.0% | 0.2%
Cc1cc(C)n(/N=C/c2cccc(O)c2)c(=O)c1C(N)=O | . | 9% | 11% | i | 35 | 0.5% | 0.1 | 71 | 3% | 3.4% | 0.2%
CCOC(=O)NCc1ccc2c(c1)cc(C)n2C | 20% | 3% | 6% | i | 31 | 0.1% | 2.3 | 68 | 2% | 1.3% | -0.4% | NS5 inhibitors pilot replicate=12
O=C1/C(=C/c2ccccn2)SC(=S)N1Cc1ccccc1 | . | 0% | . | i | 34 | . | 0.4 | 43 | -1% | 3.3% | 0.0%
N#Cc1ccccc1-c1ccccc1C(=O)N1CCCCC1 | -6% | 6% | 8% | i | 27 | 0.1% | 0.0 | 71 | -1% | 1.3% | 0.6%
C=C(C)CNC(=S)N/N=C(\C)c1ccc(Cl)s1 | -4% | 11% | 11% | i | 30 | 4.0% | 8.3 | 39 | -7% | 2.0% | -0.7%
O=C(NN=C1C2CC3CC(C2)CC1C3)c1cccs1 | -6% | 20% | 4% | i | 15 | -0.2% | 0.6 | 57 | -14% | 0.8% | -0.4%
COc1ccccc1-c1nnc(SCC(=O)Nc2ccc(Cl)cc2Cl)o1 | 1% | 6% | 10% | i | 38 | 0.0% | 0.1 | 78 | -9% | 12% | -1.5%
COC(=O)[C@]1(Cc2ccccc2)N[C@H](CN(C)S(=O)(=O)c2ccc(F)cc2)[C@@H]2C(=O)N(C)C(=O)[C@@H]21 | -2% | . | 10% | i | 8 | 0.0% | -1.8 | 51 | . | . | . | NS5 inhibitors pilot replicate=-3.1
CC[C@]1(C(=O)OC)[C@H]2C(=O)N(C)C(=O)[C@H]2[C@H]2CN(C)C(=NCc3ccccc3)N21 | 7% | . | 13% | . | . | 0.1% | 0.7 | 74 | . | . | . | NS5 inhibitors pilot replicate=2.7
CCn1nc(C)c(CNC(=O)c2cc(COc3cncc(Cl)c3)on2)c1C | 3% | 8% | 5% | i | 18 | 0.2% | 0.1 | 62 | -5% | 13% | -0.6%
COc1ccc(CCN(Cc2cc3cccc(C)c3[nH]c2=O)C(=O)N2CCCC2)cc1OC | -5% | 5% | 3% | i | 35 | 0.0% | 0.5 | 82 | 7% | 4.4% | -0.1%
Cc1cccc(NC(=O)CN(C2=NC3CS(=O)(=O)CC3S2)c2ccccc2F)c1 (centres undefined) | -2% | 1% | 12% | i | 27 | -0.4% | -1.5 | 65 | . | 0.6% | 0.1%
O=C(c1cnn2ccccc12)N1CCc2ccccc21 | -2% | -2% | -1% | i | 44 | 0.6% | -3.1 | 84 | 2% | 1.5% | -0.1%

4 successive records already listed, for reference:
SMILES | NS5 inhibitors | SV40 large T antigen | MgcRacGAP inhibition | T cell modulator | T cell modulator vesicle-bound % | K1F lysis inhibition | NTR1 agonist | NTR1 agonist cell count 20 µM | Salmonella PhoP GFP | RSV antiviral HEp-2 | West Nile antiviral | others
O=[N+]([O-])c1ccccc1-c1ccc(CN2CCN(c3ccccc3)CC2)o1 | 3% | 10% | 9% | i | 45 | 0.0% | 1.1 | 54 | 4% | 4.2% | -0.6% | NS5 inhibitors pilot replicate=-2.4
CN(C)c1ccc(C(c2nnnn2C(C)(C)C)N2CCN(C(=O)c3ccco3)CC2)cc1 (centres undefined) | -8% | 1% | 3% | i | 43 | 1.0% | -0.8 | 37 | -4% | 1.0% | 0.2%
Cc1cc(C)n(/N=C/c2cccc(O)c2)c(=O)c1C(N)=O | . | 9% | 11% | i | 35 | 0.5% | 0.1 | 71 | 3% | 3.4% | 0.2%
CCOC(=O)NCc1ccc2c(c1)cc(C)n2C | 20% | 3% | 6% | i | 31 | 0.1% | 2.3 | 68 | 2% | 1.3% | -0.4% | NS5 inhibitors pilot replicate=12

More results follow.
SMILES | NS5 inhibitors | SV40 large T antigen | MgcRacGAP inhibition | T cell modulator | T cell modulator vesicle-bound % | K1F lysis inhibition | NTR1 agonist | NTR1 agonist cell count 20 µM | Salmonella PhoP GFP | RSV antiviral HEp-2 | West Nile antiviral | others
O=C(CCNC(=O)c1ccc([N+](=O)[O-])cc1)NCCCN1CCCC1=O | 2% | 7% | 2% | i | 45 | 0.2% | 0.3 | 49 | 0% | 0.9% | -0.3%
COc1ccc(NC(=O)CCNS(=O)(=O)c2cccc3nonc23)c(OC)c1 | -6% | 4% | 1% | i | 32 | 0.2% | -0.1 | 49 | 10% | 1.9% | -0.8%
O=C(O)c1cccc2c1C(=O)N(C1CCCCC1)C2 | 0% | 21% | 0% | i | 32 | 1.3% | -1.4 | 59 | 13% | 2.5% | 0.0%
CC(C(=O)NCc1cccc(Cl)c1)N1C(=O)c2ccccc2C1=O (centres undefined) | -9% | 5% | 9% | i | 51 | 0.5% | 2.1 | 51 | 5% | 1.4% | -0.2%
CC(C)(C)c1ccc(C(=O)NNc2cc(Cl)cc(Cl)c2)cc1 | -8% | 8% | 8% | i | 28 | 1.0% | 0.2 | 42 | -8% | 2.7% | 0.0%
O=C(c1ccc2ccccc2c1)c1c[nH]cc1-c1ccccc1 | -6% | 21% | 4% | i | 22 | 0.1% | 2.0 | 80 | 6% | 1.4% | 0.8%
CC(C)C(=O)Nc1cccc(-c2cn3ccsc3n2)c1 | 1% | 3% | 12% | i | 59 | 0.3% | -0.1 | 38 | 7% | -0.6% | 0.6%
CCCN1CCN(C(=O)CCCNC(=O)Cn2cnc3sc(C)c(C)c3c2=O)CC1 | 0% | -2% | 4% | i | 49 | -1.1% | -1.1 | 89 | -2% | 0.1% | -0.4%
OC1CCCN(Cc2c3ccccc3cc3ccccc23)C1 (centres undefined) | 3% | 14% | 14% | i | 62 | 0.3% | 0.8 | 55 | -16% | 2.5% | -0.5%
CC(=O)N1CC=C2C(C#N)=C(N)C(C#N)(C#N)C(C)C2C1 (centres undefined) | 9% | 7% | 8% | i | 46 | 0.5% | -1.6 | 81 | 0% | 1.3% | 0.2%
CN(C)c1ccc(NC(=O)CN2CCN(CC(=O)Nc3ccc(F)cc3)CC2)cc1 | 15% | 17µM* | ? | i | 50 | -0.1% | 1.1 | 40 | 3% | -0.2% | -0.2%
O=C(CSc1n[nH]c(-c2cccnc2)n1)Nc1ccnc2ccccc12 | -8% | 1% | 2% | i | 37 | -0.2% | 1.5 | 75 | -10% | 4.0% | 0.4%
CCOC(=O)CSc1nnc(C2CCCCC2)n1C | -10% | 1% | 5% | i | 23 | 0.5% | 0.4 | 84 | -13% | 0.4% | 0.2%
O=C1C(Cc2ccccc2)Nc2ncnc(N3CCOCC3)c2N1Cc1ccc(Cl)cc1 (centres undefined) | -11% | 10% | 8% | i | 18 | 0.6% | 2.3 | 92 | 11% | -0.1% | .
O=C(NC1=NCCS1)c1cc(-c2cccc(Br)c2)nc2ccccc12 | 0% | 22% | 11% | i | 42 | 6.0% | 2.4 | 49 | -5% | 21% | 0.7%
O=C(c1ccccc1)c1cc2cc(Cl)ccc2[nH]1 | -1% | 8% | 11% | i | 20 | 1.0%[50 µM] | 1.6 | 60 | 5% | 5.7% | -1.0%
O=C(/C=C/c1ccc(Br)cc1)NC(=O)c1ccccc1O | 4% | 5% | 0% | i | 44 | 0.9% | 3.3 | 93 | -5% | ? | 0.6%
Cn1cc(C(=O)Nc2ccc(F)c(F)c2)cn1 | 0% | 2% | 5% | i | 36 | 0.0% | 1.3 | 59 | -2% | 0.9% | -0.1%
O=C(COc1ccc([N+](=O)[O-])cc1)Nc1nc(-c2ccccn2)cs1 | 13% | 11% | 5% | i | 43 | 2.8%[50 µM] | 0.3 | 56 | 15% | 0.5% | .
CN(C)c1cccc(C(=O)OCC(=O)N2CCc3ccccc3C2)c1 | -1% | -1% | 4% | i | 30 | -0.2% | 1.2 | 43 | -2% | 4.3% | 0.2%
CC1(C)CC2(CCO1)OC(=O)CC2C(=O)Nc1ccc(Br)cc1 (centres undefined) | -2% | 16% | 8% | i | 55 | -0.4%[50 µM] | 0.8 | 48 | -9% | 0.2% | 0.0%
O=C(COc1ccccc1)Nc1cccc2nsnc12 | 1% | 0% | 6% | i | 62 | 2.2% | -1.2 | 72 | -6% | 1.0% | -0.2%
Cn1c(=O)c2c(ncn2CC(=O)N2CCN(c3cccc(Cl)c3)CC2)n(C)c1=O | -4% | 14% | 6% | i | 53 | -0.2% | -1.0 | 76 | -1% | 2.5% | 0.0%
CCOc1cc(/C=C/C(=O)OCC(=O)NCc2ccco2)cc(Cl)c1OC | -2% | 13% | 7% | i | 56 | -0.3%[50 µM] | 3.8 | 47 | -7% | -2.1% | .
COC(=O)CSc1nc(N2CCOCC2)c2c(c1C#N)CC(C)(C)OC2 | -1% | -2% | 4% | i | 34 | -0.1% | -0.1 | 54 | 11% | 0.9% | -0.2%
COc1ccc(S(=O)(=O)Nc2cc3c(cc2C(C)=O)OCO3)cc1 | -5% | 1% | 4% | i | 34 | 0.4% | -0.1 | 23 | 4% | -2.2% | 0.3%
CCOC(=O)C1CCCN(C(=O)c2cc3c(OC)c(OC)c(OC)cc3[nH]2)C1 (centres undefined) | -5% | 5% | 9% | i | 48 | 0.2% | -0.3 | 79 | -2% | 1.2% | 0.3%
Cc1cc(C)n(-c2nc3sc4c(c3c(=O)[nH]2)CCCC4)n1 | . | 2% | . | i | 17 | . | . | . | 13% | 3.6% | .
CC(=O)c1ccc(N2C(=NC(=O)C3CCCO3)SC3CS(=O)(=O)CC32)cc1 (centres undefined) | -4% | 11% | -11% | i | 12 | 0.0% | -0.4 | 69 | 0% | 3.5% | 0.6%
O=C(C[n+]1cc(-c2ccc(F)cc2)n2c1CCC2)OCc1ccccc1 | -6% | 6% | 6% | i | 45 | 1.6% | 0.7 | 37 | -7% | 0.3% | 1.3%
